Assay outcomes as filed in PubChem.
NCI-60 one-dose screen, 48 h, at 10 µM unless noted. Numbers give growth in % (100 = growth as untreated, 0 = no growth, -100 = all killed).
HCT-116: HCT-116 colon cancer. 7.3% of 82,000 active
COLO 205: COLO 205 colon cancer; 7.3% of 79,000 active
NCI-H460: NCI-H460 lung cancer. 6.8% of 82,000 active
HCT-15: HCT-15 colon cancer; 5.2% of 82,000 active; AID 1794746
NCI-H226: NCI-H226 lung cancer; 3.5% of 79,000 active
NCI/ADR-RES: NCI/ADR-RES ovarian cells. 4.4% of 81,000 active. AID 1794790
NCI-H522: NCI-H522 lung cancer | 8% of 78,000 active | AID 1794739
NCI-H322M: NCI-H322M lung cancer; AID 1794733; 2.7% of 80,000 active
HT29: HT29 colon cancer; AID 1794748; 7.4% of 81,000 active
Starred values were filed as active, the others as inactive; x = no result given; & = joins results of further samples; ! = a repeat was not active. The calls were made as follows: active = growth percent below 10; inactive = the rest.

Start of the data: the first 7 records (preview)
SMILES	HCT-116	COLO 205	NCI-H460	HCT-15	NCI-H226	NCI/ADR-RES	NCI-H522	NCI-H322M	HT29
COc1ccc(C2=NN(C=O)C(c3sc(N(CCCl)CCCl)nc3Cl)C2)cc1 (configuration not stated)	88	102	101	94	89	93	67	78	96
COc1ccc(C(=O)OC2CC3CCC(C2)N3C)cc1OC (configuration not stated)	108	110	105	104	111	111	x	100	107
CCC1(c2ccc(C)cc2)C(=O)NC(=S)NC1=O	108&100	128&148	119&104	104&93	112&98	114&106	93	110&110	109&103
COC(=O)C(c1ccccc1)N1CCCCCC1 (configuration not stated)	104	102	99	98	89	103	99	89	102
c1ccc(P(OCCCCOP(c2ccccc2)c2ccccc2)c2ccccc2)cc1	115	120	108	104	93	93	114	105	114
Clc1ccc([Se][Se]c2ccc(Cl)cc2)cc1	49	112	86	56	103	85	79	85	99
CCOP(=S)(N1CC1C)N1CC1C (configuration not stated)	98	110	103	93	100	103	79	104	80

This part in full, from the start:
SMILES	HCT-116	COLO 205	NCI-H460	HCT-15	NCI-H226	NCI/ADR-RES	NCI-H522	NCI-H322M	HT29
COc1ccc(C2=NN(C=O)C(c3sc(N(CCCl)CCCl)nc3Cl)C2)cc1 (configuration not stated)	88	102	101	94	89	93	67	78	96
COc1ccc(C(=O)OC2CC3CCC(C2)N3C)cc1OC (configuration not stated)	108	110	105	104	111	111	x	100	107
CCC1(c2ccc(C)cc2)C(=O)NC(=S)NC1=O	108&100	128&148	119&104	104&93	112&98	114&106	93	110&110	109&103
COC(=O)C(c1ccccc1)N1CCCCCC1 (configuration not stated)	104	102	99	98	89	103	99	89	102
c1ccc(P(OCCCCOP(c2ccccc2)c2ccccc2)c2ccccc2)cc1	115	120	108	104	93	93	114	105	114
Clc1ccc([Se][Se]c2ccc(Cl)cc2)cc1	49	112	86	56	103	85	79	85	99
CCOP(=S)(N1CC1C)N1CC1C (configuration not stated)	98	110	103	93	100	103	79	104	80
O=C(O)c1cc(Cl)nc(Cl)c1	101	107	105	109	103	115	109	101	103
CC1(C)N=C(N)N=C(N)N1c1cccc(CCCCc2cccc(S(=O)(=O)F)c2)c1	19	43	20	62	72	104	45	55	21
c1cncc(C2Nc3cccc4cccc(c34)N2)c1	78	69	107	86	100	101	36	108	101
CCCN(CCC)N=O	102	117	121	106	110	109	x	128	104
CC12CC(=O)C3C(CCC4CC=CCC43C)C1CCC2=O (configuration not stated)	97	x	106	111	x	106	98	107	91
COc1ccc(CN2CCN(Cc3ccccc3)CC2)c(O)c1	83	95	97	99	x	83	72	92	88
C=C[C@H]1CN2CC[C@H]1C[C@H]2[C@H](O)c1ccnc2ccccc12	95	104	100	106	107	103	105	104	100
C/C(=C\c1ccn(-c2ccc(N)cc2)n1)[C@@H]1C[C@@H]2O[C@]2(C)CCC[C@H](C)[C@H](O)[C@@H](C)C(=O)C(C)(C)[C@@H](O)CC(=O)O1	10	1.9*	13	20	32	-2.7*	19	19	15
CCOP(=O)(OCC)OCC	95	108	104	93	94	110	112	110	117
Oc1ccc(Br)cc1CN1CCN(Cc2ccc(Cl)cc2)CC1	22	71	93	60	x	82	-84*	103	70
CNC(=O)Oc1ccc(N=Nc2ccccc2)cc1	96	106	103	89	105	97	73	x	105
CCC(=O)O[C@H]1CCC2C3CCC4=CC(=O)CC[C@]4(C)C3CC[C@@]21C (some centres not stated)	96	103	105	103	97	101	86	98	87
Cc1cc(OC(=O)N(C)C)n(-c2ccccc2)n1	97	112	110	103	106	105	94	104	94
O=C(Nc1cc(Cl)ccc1Cl)C(Cl)(Cl)Cl	102	92	98	103	94	95	90	83	86
O=[N+]([O-])c1c(Cl)c(Cl)cc(Cl)c1Cl	103	115	104	113	110	114	108	101	113
CCOC(=O)CC(NCCN1CC1)C(=O)OCC (configuration not stated)	103	118	112	112	106	x	107	114	108
CCOP(=O)(CC(=O)c1ccccc1)OCC	105	109	109	106	105	106	98	106	102
CN1C2CCC1[C@@H](COC(=O)c1ccccc1)[C@@H](O)C2 (some centres not stated)	101	129	113	111	100	110	65	119	91
Other records follow.
SMILES	HCT-116	COLO 205	NCI-H460	HCT-15	NCI-H226	NCI/ADR-RES	NCI-H522	NCI-H322M	HT29
Nc1cccc2ccccc12	88	97	100	106	86	95	95	101	105
O=C(O)c1ccccc1C(=O)O	108	106	108	114	109	99	93	123	99
BrCc1ccc(Br)cc1	113	109	109	110	94	115	133	x	125
CC(C)CC(NC(=O)CCl)C(=O)O (configuration not stated)	107	115	102	106	98	104	111	98	116
C[C@@H]1CCC/C=C/[C@H]2C[C@@H](O)C[C@@H]2[C@@H](O)/C=C/C(=O)O1	-1.5*	-84*	18	11	7.3*	9.2*	-26*	6.3*	0.5*
CC12OOC(C)(OO1)C2CCC(=O)NCCNc1ccnc2cc(Cl)ccc12 (configuration not stated)	100	73	101	95	94	98	-62*	97	105
CN1C(=O)C(=Cc2cn(C(=O)c3ccc(Cl)cc3)c3ccccc23)C(=O)N(C)C1=O	94	96	95	97	79	101	100	102	111
O=c1[nH]cc(N(CCCl)CCCl)c(=O)[nH]1	79	81	32	76	76	66	54	97	63
COc1ccc(C=O)cc1O	106	112	103	104	99	104	87	92	101
O=[N+]([O-])c1cnc[nH]1	106	119	108	112	105	104	106	121	95
COc1cc(NC(=O)CN(CCCl)CCCl)cc(OC)c1OC	87	93	64	85	90	99	82	135	89
O=C(O)C(O)(c1ccccc1)C1CCCC1 (configuration not stated)	93	108	108	103	99	102	109	107	116
CCC(O)C(CCN(C)C)(c1ccccc1)c1ccccn1 (configuration not stated)	97	99	108	109	101	104	97	98	99
COc1cc2c(cc1OC)C(C)N(C)CC2 (configuration not stated)	110	114	116	103	114	116	106	125	122
CC12OOC(C)(OO1)C2CCC(=O)NCCCNc1ccnc2cc(Cl)ccc12 (configuration not stated)	3.6*	-63*	89	-45*	94	100	-78*	97	35
N#CCCN1CCN(c2ccccc2)CC1	103	107	99	87	99	101	87	83	108
C[C@@]1(CO)[C@H](O)CC[C@@]2(C)[C@H]1CCC1C[C@@H]3C[C@@]12CC[C@]3(O)CO (some centres not stated)	54	56	23	61	86	56	44	80	44
CC1CC2CC(=O)CCC2(C)C2CCC3(C)C(O)CCC3C12 (configuration not stated)	83	100	102	103	104	80	90	100	84
CC(C)C(O)(C(=O)OCC1=CCN2CCC(O)C12)C(C)O (configuration not stated)	99	x	114	104	x	105	90	101	97
C[N+](C)(C)Cc1ccccc1 (tested in a mixture with another compound)	97	106	117	104	90	97	105	99	113
O=NN(CCF)C(=O)NCCCl	103	122	106	96	93	115	102	106	101
Cc1ccc(C(=O)N2CC2C)cc1 (configuration not stated)	102	111	120	106	112	121	83	108	97
CCOP(=O)(Nc1ccc(F)cc1)OCC	95	94	x	102	82	102	105	93	101
CCC1CN1P(=O)(N1CCCC1)N1CC1CC (configuration not stated)	101	102	109	96	98	102	99	93	102
Cc1cc(NC(=O)CCc2ccc(N3C(N)=NC(N)=NC3(C)C)cc2)ccc1S(=O)(=O)F	18	36	12	60	37	19	-17*	30	25
(continued)
SMILES	HCT-116	COLO 205	NCI-H460	HCT-15	NCI-H226	NCI/ADR-RES	NCI-H522	NCI-H322M	HT29
CC1=C(C=O)C2=C(C)C3(CC3)[C@@](C)(O)C(=O)C2=C1	-35*	30	2.2*	-29*	46	16	-77*	67	16
ClCc1ccc(CCl)c(Cl)c1	103	113	105	112	95	103	90	95	101
COc1ccc(C2C3CCC(C3)C2N)cc1 (configuration not stated)	103	107	108	101	94	105	101	103	100
O=C(Nc1cccc(C(F)(F)F)c1)c1cc(Cl)ccc1O	79	85	75	97	x	91	95	81	84
C=CCCC1(C2=CCCCC2)C(=O)NC(=O)NC1=O	105	101	111	107	99	101	104	x	104
CN(N=O)C1CCCCC1	102	106	104	119	110	103	97	101	102
C/C=C/CC(C)C(O)[C@H](NC(=O)[C@@H]1CCCN1C(=O)C(C)(C)NC(=O)CCCCCCCCC)C(=O)N[C@@](C)(CC)C(=O)N[C@@H](CCC(N)=O)C(=O)N[C@H](CCC(N)=O)C(=O)NC(C)(C)C(=O)N[C@@](C)(CC)C(=O)N[C@@H](CCC(N)=O)C(=O)N[C@H](CC(C)C)C(=O)N[C@H](CO)CC(C)C (some centres not stated)	0.7*!	-60*!	-77*!	21&101	-22*!	-39*!	-78*!	-24*!	29&116
COc1ccc(S(=O)(=O)Nc2c(/C=C\c3cc(OC)c(OC)c(OC)c3)ccc(OC)c2O)cc1OC	13	-39*	5.2*	16	29	2.4*	-9.0*	44	10
O=C(NCCCO)c1cn(Cc2ccccc2)c2ccc(OCCCO)cc12	107	117	103	100	99	101	96	99	107
NC(=O)c1c(Br)n(C2OC(CO)C(O)C2O)c2ncnc(N)c12 (configuration not stated)	3.7*	-13*	12	3.8*	54	8.1*	-19*	22	16
CCCCC(C(=O)c1ccccc1)N1CCOCC1 (configuration not stated)	93	109	105	102	91	108	104	98	102
O=[N+]([O-])/C=C\C(F)(F)F	98	114	103	92	97	105	98	113	97
NC(=S)N=C(N)N	99	111	108	95	101	107	92	106	118
C=C(C)C(=O)OCC1CO1 (configuration not stated)	93	104	119	106	106	114	79	93	81
CCOP(=S)(NN=C1CCCC1)OCC	101	103	110	103	117	94	85	x	100
CC(=O)O[C@@H]1CC[C@]2(C)[C@H]3CC[C@]4(C)[C@@H](OC(C)=O)CC[C@H]4[C@@H]3C[C@@H]3SC(c4cccc(F)c4)=N[C@@]32C1	94	114	110	94	104	98	71	94	82
C[N+](C)(C)CC1CCCC1	110	113	110	109	103	106	89	100	106
CC(N)C(O)c1ccc(O)cc1 (configuration not stated)	100	107	105	103	96	98	96	116	96
CC1=C2C(=O)[C@H]3[C@@H](CC=C4C[C@@H](O)CC[C@@]43C)[C@@H]2CC[C@]12O[C@@H]1C[C@H](C)CN[C@H]1[C@H]2C	46	103	100	94	95	101	x	86	83
Cc1ccc(OP(Oc2ccc(C)cc2)Oc2ccc(C)cc2)cc1	99	118	107	108	98	109	93	103	98
COc1ccc2c(c1)c(C1(O)CC(CSC#N)OC1=O)cn2C(=O)c1ccc(Cl)cc1 (configuration not stated)	97	127	104	99	95	92	96	73	110
CO[C@@H](c1ccccc1Cl)[C@H](C)OC(N)=O	97	101	105	97	96	103	94	95	106
CN1CC(=O)[C@@H]2C[C@@]23c2cccc4[nH]cc(c24)C[C@@H]13	96	114	110	114	94	99	114	107	104
Fc1c[c-]c(-c2ccccn2)c(F)c1.[CH3-].[Pt+2].c1ccc([PH+](c2ccccc2)c2ccccn2)cc1	-44*	-32*	3.2*	-37*	-54*	32	-38*	19	-13*
CC1([N+](=O)[O-])COP(=O)(Nc2ccc(Cl)cc2)OC1 (configuration not stated)	81	105	101	68	106	88	78	98	92

Shown with values under each structure: part of the list above.
Results follow in this order: HCT-116 | COLO 205 | NCI-H460 | HCT-15 | NCI-H226 | NCI/ADR-RES | NCI-H522 | NCI-H322M | HT29
- Cc1ccc(OP(Oc2ccc(C)cc2)Oc2ccc(C)cc2)cc1
    99 | 118 | 107 | 108 | 98 | 109 | 93 | 103 | 98
- CC(N)C(O)c1ccc(O)cc1 (configuration not stated)
    100 | 107 | 105 | 103 | 96 | 98 | 96 | 116 | 96
- NC(=O)c1c(Br)n(C2OC(CO)C(O)C2O)c2ncnc(N)c12 (configuration not stated)
    3.7* | -13* | 12 | 3.8* | 54 | 8.1* | -19* | 22 | 16

Further entries follow:
SMILES	HCT-116	COLO 205	NCI-H460	HCT-15	NCI-H226	NCI/ADR-RES	NCI-H522	NCI-H322M	HT29
Cc1cccc(-c2nc3c(s2)CC[C@@]2(C)C3=CC[C@@H]3[C@@H]2CC[C@]2(C)C(=O)CC[C@@H]32)c1	107	115	106	103	102	111	104	102	114
COC(=O)CCP(CCC(=O)OC)c1ccccc1	98	118	111	106	104	106	102	107	106
O=C1CCCCC1CN1CCCCC1 (configuration not stated)	101	x	101	100	104	101	84	95	85
O=C1C2C3CCC(O3)C2C(=O)N1CCO (configuration not stated)	106	126	106	100	111	105	94	97	103
CN1C(=O)C(=Cc2cn(C(=O)c3ccccc3)c3ccccc23)C(=O)N(C)C1=O	94	113	97	104	77	108	89	97	88
NC(=O)NC(=O)CI	37	-62*	106	86	95	99	x	119	99
CC(=O)[O][Hg][c]1ccccc1	-88*	-98*	-52*	-66*	82	-39*	-33*	40	-48*
CN(C)C(OCCCC(=O)O)C(Cl)(Cl)Cl (configuration not stated)	108	111	106	100	104	114	109	107	111
CC(=O)[O][Hg][CH2]C1(C)COC(C)([CH2][Hg][O]C(C)=O)CO1 (configuration not stated)	-86*	-77*	78	-94*	87	95	-59*	x	-26*
C=CC(COC(C)=O)N1CC1 (configuration not stated)	103	125	108	111	118	101	116	110	110
COC1=C(C)C(=O)C2=C(C1=O)C(CO)N1C(C#N)C3CC4C(C1C2N1CCOC41)N3C (configuration not stated)	-34*	-74*	-15*	-30*	-14*	-21*	-83*	-24*	-48*
C1CCC2CNCC2C1 (configuration not stated)	107	109	107	109	101	119	98	121	104
CCOP(=S)(OCC)Oc1ccc(Sc2ccc(OP(=S)(OCC)OCC)cc2)cc1	99	103	109	99	105	95	89	x	103
CCOC(=O)C1CCC2(CC1)OOC1(O2)C2CC3CC(C2)CC1C3 (configuration not stated)	69	120	108	64	103	100	80	86	80
O=[N+]([O-])c1csc([N+](=O)[O-])c1	114	108	105	104	100	104	102	100	108
C[C@H](OC(N)=O)[C@@H](O)c1ccccc1Cl	97	105	101	111	92	100	100	95	106
CC(C)CCON=O	103	108	106	104	x	109	103	102	107

These rows are one share of the data (hit frequency here may not be typical).
